Screening data deposited in PubChem by several laboratories.
MC4R antagonist – blocks human MC4R cAMP signaling; MC4R-expressing cells, MTII-stimulated cAMP, LANCE TR-FRET; hit rate 0.48% among 360,000; inhibition, % at 6.5 µM; AID 540295; P32245;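 active = inhibition above its plate's cutoff, the mean of tested wells on that plate plus 3 SD, cut at about 29% in these data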;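 also: 0% = Melanotan II alone and 100% = Melanotan II plus saturating MCL0020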
Target sequence (P32245 whole entry, looked up): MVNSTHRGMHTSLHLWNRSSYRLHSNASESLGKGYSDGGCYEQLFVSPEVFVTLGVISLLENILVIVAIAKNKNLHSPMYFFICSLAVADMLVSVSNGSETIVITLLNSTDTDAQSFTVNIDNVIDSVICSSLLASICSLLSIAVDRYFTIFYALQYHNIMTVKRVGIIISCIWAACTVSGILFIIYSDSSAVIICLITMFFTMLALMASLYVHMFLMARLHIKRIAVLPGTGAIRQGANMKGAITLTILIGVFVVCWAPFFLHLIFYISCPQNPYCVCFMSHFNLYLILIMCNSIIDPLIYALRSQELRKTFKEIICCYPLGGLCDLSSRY
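Material – human MC4R-expressing U2OS cells · Repeats – no replicates · Detection – TR-FRET with Eu-cAMP and labeled anti-cAMP, 671 nm · Times – compound 30 min, challenge 1 h, detection 1 h · Compound – single nominal compound dose of 6.5 µM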
CaV13 FRET inh – Disruptors of the CACNA1D IQ motif to Ca2+-dependent inactivation inhibitor domain association, primary screening, Förster resonance energy transfer in intact living …; HEK cells, CFP/YFP FRET ICDI-IQ, plate reader, 10 min; percent FRET-ratio fall versus neutral wells; inhibition, % at 12.3 µM; hit rate 0.098% among 340,000; AID 743397;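 active = mean replicate inhibition of at least 30% and at least 1% of replicates passing that level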;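 also: 0% = median of the neutral control wells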
MC4R ag barr – activates human MC4R beta-arrestin recruitment; hit rate 0.98% among 360,000; activation, % at 8.9 µM; AID 540308; U2OS MC4R beta-arrestin complementation, luminescence; percent of melanotan II response, DMSO zero;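 active = activation above a per-plate cutoff, the mean activation of sample wells on that plate plus 3 SD, cut at about 8% in these data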
ABHD5-PLIN5 inh – blocks binding of human ABHD5 to perilipin-5 | Q00G26+Q8WTS1 | Split G. princeps luciferase complementation, luminescence, 4 h | inhibition, % at 4 µM | hit rate 0.78% among 360,000;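 active = inhibition above the mean inhibition across every tested compound plus 3 SD, cut at about 22% in these data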;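 also: 0% = DMSO only wells and the 100% control is not disclosed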
N-glyco inh – blocks N-linked glycosylation in D54 reporter cells | hit rate 0.23% among 360,000 | D54 ERlucT glycosylation luciferase reporter, 24 h; percent of 100 nM tunicamycin response | reporter increase, % at 12.5 µM;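 active = mean luciferase reporter signal, scaled so untreated is 0 and the glycosylation-blocking control 100, at or above a set limit in every replicate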;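 also: luciferase carries N-glycosylation sites so blocking glycosylation raises the light; 0% = median of neutral control wells and 100% = median of 100 nM tunicamycin wells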
PDI turbidity – blocks human protein disulfide isomerase activity | P07237 | PDI insulin aggregation turbidity, A650, 90 min | inhibition, % at 10 µM | hit rate 0.052% among 350,000 | AID 588391;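 active = mean inhibition across replicates of 30% or more, whatever share of single replicates reach that level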;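 also: absorbance from insulin aggregation driven by PDI reduction with DTT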
Target sequence (P07237 whole entry, looked up): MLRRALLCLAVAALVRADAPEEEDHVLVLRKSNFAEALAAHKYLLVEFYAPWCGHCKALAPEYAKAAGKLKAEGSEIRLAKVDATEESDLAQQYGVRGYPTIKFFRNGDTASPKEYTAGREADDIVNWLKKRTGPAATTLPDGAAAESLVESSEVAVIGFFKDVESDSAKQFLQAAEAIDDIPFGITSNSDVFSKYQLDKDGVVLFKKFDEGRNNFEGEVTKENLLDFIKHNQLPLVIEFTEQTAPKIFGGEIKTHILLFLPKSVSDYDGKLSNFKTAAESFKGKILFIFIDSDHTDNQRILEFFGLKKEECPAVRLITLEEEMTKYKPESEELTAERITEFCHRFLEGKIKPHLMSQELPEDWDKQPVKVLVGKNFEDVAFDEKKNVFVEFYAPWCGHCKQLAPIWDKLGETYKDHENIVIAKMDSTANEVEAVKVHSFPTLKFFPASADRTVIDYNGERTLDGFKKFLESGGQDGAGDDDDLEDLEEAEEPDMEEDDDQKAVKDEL
HTR2A ag – mouse HTR2A agonism via beta-arrestin recruitment; CHO-K1 mHTR2A beta-arrestin complementation, luminescence; percent of 30 µM serotonin response; activation, % at 7.6 µM; hit rate 0.66% among 360,000; AID 624169;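 active = activation above a run cutoff, the mean activation of all tested compounds plus 3 SD, cut at about 14% in these data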;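 also: 0% = plate median of compound wells and 100% = 30 µM serotonin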
Granule exo inh – blocks lytic granule exocytosis; TALL-104 LAMP-1 surface exposure, flow cytometry; cells stimulated with thapsigargin and PMA; inhibition, % at 10 µM; hit rate 0.66% among 360,000; AID 651702;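 active = inhibition above about 55%, limit read from the data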
Cardio protect – modulators protecting cardiomyocytes from myocardial damage. hit rate 0.63% among 360,000. H9c2 cardiomyocytes, H2O2 injury protection, ATPLite, 2 h. protection from H2O2 cell death, % at 20 µM;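 active = compounds giving at least 50% protection of heart cells from peroxide-induced death in the single-dose screen, raw or plate-pattern-corrected value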;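 also: 0% = DMSO wells with peroxide and 100% = DMSO wells without peroxide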
ABCB6 inh MLPCN – human ABCB6 transporter inhibition; Q9NP58; K562-ABCB6 porphyrin accumulation, flow cytometry, 1 h; hits give low values; fluorescence ratio to DMSO, % at 10 µM; hit rate 0.19% among 360,000; AID 602162;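 active = fluorescence ratio to DMSO below 75%, the collection mean minus 3 SD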;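 also: signal is porphyrin accumulated inside mitochondria; 100% equals median channel fluorescence of DMSO control wells; lower ratio means ABCB6 inhibition with less porphyrin fluorescence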
Active calls of the source: *; · = not tested or not shown.

Each structure is followed by: MC4R antagonist	CaV13 FRET inh	MC4R ag barr	ABHD5-PLIN5 inh	N-glyco inh	PDI turbidity	HTR2A ag	Granule exo inh	Cardio protect	ABCB6 inh MLPCN
O=C(NCc1ccccc1Cl)C1CCN(C(=O)c2sccc2-n2cccc2)CC1
  17	-13	-1.6	2	-1	·	-3	4	-9	105
COc1cc2c(cc1OC)C(C(=O)N1CCN(c3ccccn3)CC1)C(c1cccs1)N(C)C2=O (centres undefined)
  5	-6	1.0	1	8	10	1	-2	1	99
CCOC(=O)C1=CC[C@@H](c2ccco2)N(S(=O)(=O)c2ccc(C)cc2)[C@H]1C(=O)OCC
  13	-8	-0.2	-1	0	-13	-3	-7	-1	95
CC(=O)N1CCc2cc(S(=O)(=O)NCCC(=O)NC3CCN(Cc4ccccc4)CC3)ccc21
  10	·	0.3	1	1	9	1	-1	-8	95
c1ccn2c(SCc3ccc4c(c3)OCO4)nnc2c1
  4	-7	-1.9	-8	1	2	-3	6	-16	95
Cc1nn(-c2ccccc2)c2c1C1(C(=O)N(C(C)C)c3ccccc31)C(C#N)=C(N)O2 (centres undefined)
  -5	-5	-1.5	-13	-3	-5	-4	2	-9	119
COc1ccc(S(=O)(=O)N(CC(=O)NCc2ccco2)c2ccccc2)cc1
  13	·	-0.8	0	0	8	-1	3	6	100
Cc1ccc(-n2nnnc2SCC(=O)c2c(N)n(C3CC3)c(=O)[nH]c2=O)cc1C
  6	-5	0.5	-6	1	-5	1	-1	1	91
CCOc1ccc(-c2csc(NC(=O)CSC3=NC(=O)CN3C(C)=O)n2)c2ccccc12
  10	-5	1.5	5	5	-11	-1	4	0	100
C=C(C)COc1ccc2c(CC)cc(=O)oc2c1C
  10	-4	2.1	-3	2	4	0	0	-14	104
N#CCSC1=Nc2ccccc2C2=NC(CCC(=O)N3CCN(c4ccccc4)CC3)C(=O)N12 (centres undefined)
  6	·	-2.8	-2	-2	11	4	0	7	86
COc1ccc2c(c1)CCc1sc(NC(=O)c3ccc(C)cc3)nc1-2
  9	·	0.3	-2	-1	4	-7	3	-6	104
CC(C(N)=O)N1C(=O)c2cccc3cccc1c23 (centres undefined)
  -7	-7	-3.1	-1	2	12	-1	1	2	101
Cc1cc(C)n2nc(SCC(=O)Nc3c(C)nn(-c4ccccc4)c3C)nc2n1
  2	-5	0.5	8	0	-14	7	2	3	96
c1ccc(-c2nc(-c3cccs3)[nH]c2-c2ccccc2)cc1
  7	-8	9.6*	0	1	-1	-3	14	-3	96

New compounds follow.
Each structure is followed by: MC4R antagonist	CaV13 FRET inh	MC4R ag barr	ABHD5-PLIN5 inh	N-glyco inh	PDI turbidity	HTR2A ag	Granule exo inh	Cardio protect	ABCB6 inh MLPCN
CC(C)(C)NC(=O)C(c1ccncc1)N(C(=O)CNC(=O)c1ccco1)c1ccc(F)cc1 (centres undefined)
  12	-7	-1.5	3	3	-4	8	10	-2	96
O=C(O)c1ccc(/C=C2\SC(=S)N(NC(=O)c3ccccc3)C2=O)cc1
  1	-18	-1.8	-1	0	-22	-1	-8	4	129
O=C(COC(=O)COc1cccc(C(F)(F)F)c1)NC1CCCC1
  -3	-2	-4.4	4	2	-3	9	-3	2	99
O=C(Nc1cccc(O)c1)c1cc(-c2cccs2)on1
  7	-3	-0.2	5	-8	0	3	6	-25	100
CCc1ccccc1Nc1nc(N)nc(COC(=O)CCS(=O)(=O)c2ccccc2)n1
  8	-15	-1.0	-6	-2	-4	5	4	2	90
CNc1nc(Cl)c(SC)c(N2CCOCC2)n1
  1	-3	-0.5	0	1	-10	-1	0	4	94
O=C1NC[C@H](CCCCN2C[C@H](Cc3ccc(O)cc3)N(CCc3ccc(O)cc3)C(=O)C2=O)N(Cc2ccccc2)C1=O
  ·	-8	·	0	·	·	1	-4	·	98
Cc1ccc2c(O)c(Cc3ccccc3)c(=O)[nH]c2n1
  -4	-2	-1.4	2	0	-1	6	1	-1	97
Cc1cccc(C)c1NC(=O)CN1CCN(C(=O)CNC(=O)c2ccc(N3CCCC3=O)cc2)CC1
  3	-2	-2.1	4	-2	0	-4	1	0	98
Nc1nc(Cn2nnc(-c3ccccc3Cl)n2)nc(N2CCOCC2)n1
  14	-5	-1.4	2	-2	4	-4	-3	2	100
COc1ccc(C(=O)Nc2ccc3nc(C)c(C)nc3c2)cc1
  7	-6	-1.8	6	-2	15	-1	-3	-1	94
Cc1cccc(S(=O)(=O)Nc2ccc(-c3cn4ccccc4n3)cc2)c1
  9	-5	-1.2	8	2	-15	-8	0	0	97
COc1ccc(/C=C(/C#N)C(=O)Nc2cc(C)ccc2C)cc1C(=O)O
  2	·	-0.9	11	1	5	1	-3	6	120
O=C(Nc1ccccc1Br)c1cc[n+]([O-])cc1
  4	-2	-0.6	3	1	-3	7	-4	0	97
COc1ccc(NC(=O)Nc2ccc3[nH]ccc3c2)cc1
  8	-4	-1.7	6	-2	4	-8	2	-7	99

(list continues)
Each structure is followed by: MC4R antagonist	CaV13 FRET inh	MC4R ag barr	ABHD5-PLIN5 inh	N-glyco inh	PDI turbidity	HTR2A ag	Granule exo inh	Cardio protect	ABCB6 inh MLPCN
O=C(Cn1c(COc2ccccc2)nc2ccccc21)Nc1cc(Cl)ccc1Cl
  4	-3	2.2	3	-8	-10	1	-1	-4	93
CC(C)(C)NC(=O)C(c1ccccn1)N(C(=O)C1CSC(=O)C1)c1cccc(F)c1 (centres undefined)
  18	-5	2.3	1	-2	3	1	-1	5	110
CCc1cc(C(=O)Nc2ccccc2)cs1
  -3	-5	-1.4	-6	-6	-4	12	-1	-7	103
CCCCc1nc2c(=O)[nH]c3ccccc3c2o1
  -2	-6	-2.1	1	·	15	-1	-3	-8	103
Cc1ccc(OCCn2cnc3c(N)ncnc32)cc1
  -20	-9	0.6	1	7	-6	2	1	-14	92
O=C(NCCc1ccc(F)cc1)Nc1ccc([N+](=O)[O-])cc1
  13	·	-1.4	-2	-3	-2	-9	-1	-15	97
Nc1c(-c2ccsc2)cnc2ncnn12
  16	-18	-2.8	-8	1	-8	-4	9	9	98
COc1ccc(CC(=O)N/N=C/c2cccnc2)cc1OC
  3	·	3.2	10	1	17	12	-2	-2	103
CC(C)(O)C#Cc1ccc(C(=O)N2CCN(c3ccc([N+](=O)[O-])cc3)CC2)cc1
  13	-6	-1.9	-1	-2	-9	2	-1	-3	94
C=CCNc1sc(C(=O)c2ccc(Br)s2)c(N)c1C#N
  5	-21	-1.9	7	3	8	-4	-2	-7	108
COc1ccc(CCNC(=O)C2CC(=O)N(c3ccc(F)cc3)C2)cc1OC (centres undefined)
  9	-5	-1.7	4	0	21	1	3	6	103
Cc1cccc(-c2cc(C(=O)Nc3ccncc3)c3ccccc3n2)c1
  5	·	12*	2	16	5	14	10	0	103
COc1ccc(CNC(=O)c2cccc(-c3ccc(C)c4ccccc34)n2)cc1
  3	·	0.2	-15	2	-5	3	0	-8	100
O=C(CCCOc1ccc(Cl)cc1Cl)NCCc1ccccn1
  19	-2	-1.2	5	-9	11	11	1	-3	101
COc1ccc(C(=O)NCC(c2ccco2)N2CCCCC2)cc1S(=O)(=O)Nc1ccc(C)cc1 (centres undefined)
  3	-2	0.2	-4	0	-9	-10	3	3	94

(continued)
Each structure is followed by: MC4R antagonist	CaV13 FRET inh	MC4R ag barr	ABHD5-PLIN5 inh	N-glyco inh	PDI turbidity	HTR2A ag	Granule exo inh	Cardio protect	ABCB6 inh MLPCN
CCOc1ccc(NC(=O)C(C)O)c(NS(=O)(=O)c2ccc(CCNC(C)=O)cc2)c1 (centres undefined)
  16	-8	0.1	-5	1	13	-1	-1	3	100
C=C(C)C(O)COc1c2occc2c(OC)c2ccc(=O)oc12 (centres undefined)
  14	·	-0.4	-1	1	·	0	3	-3	102
COC(=O)c1ccccc1NC(=O)COC(=O)CSCC(=O)N1CCOCC1
  5	-5	0.0	0	3	-7	2	2	2	100
COc1ccc(-c2nn(-c3ccccc3C)cc2CNC(C)c2cn(C)nc2C)cc1F (centres undefined)
  11	-5	1.5	2	-1	0	7	-9	2	98
Cn1cccc1CC(=O)N/N=C/c1ccc([N+](=O)[O-])cc1
  8	-20	0.5	-4	1	3	4	2	3	99
Cn1c(=O)n(C)c2cc(NC(=O)CSc3nc4ccccc4c(=O)[nH]3)ccc21
  21	-4	-1.1	2	5	5	10	-8	29	96
COc1ccc(C(CNC(=O)c2ccc(NS(=O)(=O)c3ccc(F)cc3)cc2)N2CCOCC2)cc1 (centres undefined)
  7	-6	-0.6	4	1	2	0	2	-2	97
COc1ccc(-c2csc(NC(=O)c3ccc(N4C(=O)CCC4=O)cc3)n2)cc1OC
  22	-1	-1.1	9	-3	-1	0	2	28	100
Cc1ccc(C)c(-n2c(SCC(N)=O)nnc2-c2ccccn2)c1
  -1	-2	-1.2	-1	-1	-3	-3	-2	2	108
Cc1cccc(NC(=O)c2oc3ccc(S(=O)(=O)N4CCOCC4)cc3c2C)c1C
  6	-5	0.5	0	9	-12	-1	11	76*	68*
Cc1ccc(-c2c(C#N)c(N)nc3c2CCCCC3)cc1
  5	·	-0.5	-3	-1	-12	-6	-1	1	99
COc1ccc(/C(O)=C2/C(=O)C(=O)N(CCN(C)C)C2c2ccccc2)cc1Cl (centres undefined)
  9	·	-1.9	6	0	-3	-2	9	4	102
O=C(Cc1cccs1)Nc1ccc(-c2nnc(-c3ccco3)o2)cc1
  7	-13	11*	-7	-2	0	0	-1	8	101
COc1ccc(Cl)cc1NC(=O)CN1C(=O)NC(C)(Cc2ccc(OC)c(OC)c2)C1=O (centres undefined)
  2	-5	-1.4	-7	-1	14	-9	-1	11	97
CCOc1ccc(CCN2C(=O)C(=O)N([C@@H](Cc3ccc(O)cc3)CN3CCC[C@H]3CN3C(=O)C(=O)NC[C@@H]3Cc3ccc(O)cc3)C[C@@H]2Cc2ccc(O)cc2)cc1
  ·	-4	·	4	·	·	-4	-10	·	97

Going on with the list.
Each structure is followed by: MC4R antagonist	CaV13 FRET inh	MC4R ag barr	ABHD5-PLIN5 inh	N-glyco inh	PDI turbidity	HTR2A ag	Granule exo inh	Cardio protect	ABCB6 inh MLPCN
COc1ccc(-c2csc(NC(=O)c3c(C)noc3C)n2)cc1F
  -4	·	-3.5	-2	-2	-1	-8	-2	-5	97
CC(=O)c1ccc(O)c(CSC2=NCCS2)c1
  -1	-3	0.4	0	0	-2	4	-4	-3	103
C=CCNC(=O)c1ccc(N(C)S(=O)(=O)c2ccc(OC)cc2)cc1
  3	-9	1.1	2	1	-5	-3	5	9	61*
CCSc1nnc(NC(=O)CN2C(=O)NC3(CCCC3)C2=O)s1
  2	-5	-1.7	8	1	-6	-1	10	6	100
CCc1ccc(S(=O)(=O)NCCc2csc(C)n2)s1
  -2	-5	-1.9	0	1	8	1	-14	7	102
O=C(COC(=O)c1ccc(Br)c(S(=O)(=O)N2CCOCC2)c1)NCC1CCCO1 (centres undefined)
  6	·	-0.8	-9	2	-3	1	0	-1	105
CC(=O)c1cccc(-n2c(CCC(=O)O)ccc2-c2ccc(C)cc2)c1
  10	·	-1.3	7	0	7	-1	22	-2	96
